AI-2 QS modul = Vibrio harveyi AI-2 quorum sensing modulation | activity change, % at 7.5 µM | Vibrio harveyi JMH597 AI-2 luminescence/OD600 ratio, 9 h; stronger effect = lower value; strain lacks LuxN and CqsS sensors; 0 = neutral-control median | AID 2094 | 300,000 tested, 0.4% active; in the data active = activity change below about -75%, passing the limit was not always enough;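 also: luminescence divided by OD600 gain over 9 h not by final OD600 alone; inactives centre near 13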
HSF1 inh = HSF1 inhibition; 300,000 tested, 0.77% active; NIH3T3-HGL HSE-luciferase, MG132-induced, luminescence 8 h; stronger effect = lower value; activity change, negative = inhibition, % at 7.5 µM (by protocol); AID 2098;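 active = more than half of replicate wells show activity change below -50%, luminescence cut by over half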;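 also: luciferase reports HSF-1 transcriptional activity via heat shock element; 0% = median of DMSO wells and -100% = zero luminescence signal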
HSP90 inh = HSP90 refolding inhibition in rabbit reticulocyte lysate. inhibition, % at 5.6 µM. luciferase refolding luminescence, 3 h. 290,000 tested, 0.91% active. AID 1789;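 active = inhibition above the screen-wide mean plus 3 SD, computed separately per campaign, cut at about 16% in these data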;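 also: 0% = DMSO wells and 100% = 60 µM geldanamycin wells; inhibitors lower the luminescence because luciferase stays unfolded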
KLF5 inhibitor = kruppel-like factor 5 inhibition. DLD-1 KLF5 promoter-luciferase reporter, luminescence. inhibition, % at 5 µM. 290,000 tested, 0.23% active. AID 1700;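 active = inhibition above a per-plate limit of that plate's mean compound inhibition plus 3 SD, cut at about 60% in these data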;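 also: 0% = DMSO wells and 100% = LY294002 at 200 µM; higher means less KLF5 promoter-driven luciferase light; inactives centre near -14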
IEC-6 tox = counter-screen for KLF5 inhibitors: cytotoxicity in IEC-6 cells; IEC-6 cytotoxicity, luminescence viability; inhibition, % at 5 µM; 290,000 tested, 0.78% active; AID 1825; in the data active = inhibition above about 22%;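 also: 0% = plate median of test compound wells and 100% = cytotoxic reference compound wells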
HSF-1 act = increases HSF-1 driven luciferase reporter signal; 300,000 tested, 1.7% active; activation, % at 9 µM; NIH3T3-HGL HSF-1 luciferase reporter, MG132, 8 h; 100% = twice DMSO control signal; AID 504408;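 active = mean replicate activation of at least 50% with a set share of replicates each reaching 50%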;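 also: 0% = median of the neutral control wells and 100% = twice that signal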
aSyn 5UTR inh = 5' untranslated region of α-synuclein, MLPCN primary screen; alpha-synuclein 5'UTR reporter, inhibitor activity; inhibition, % (tested at 7.5 µM); 300,000 tested, 0.82% active; in the data active = inhibition above about 60%;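 also: H4 neuroglioblastoma cells stably carrying SNCA 5'UTR luciferase fusion; 0% = DMSO wells and 100% = positive control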
GSK3 alpha inh = inhibitors of human GSK-3 alpha kinase; P49840; ADP-Glo luminescence, 60 min; inhibition, % at 10 µM; 320,000 tested, 0.1% active;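 in the data active = inhibition above about 50%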;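 also: GST-tagged GSK-3 alpha with peptide substrate and 25 µM ATP; 0% = DMSO neutral wells and 100% = GW8510 positive control wells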
Target sequence (P49840 whole entry, looked up): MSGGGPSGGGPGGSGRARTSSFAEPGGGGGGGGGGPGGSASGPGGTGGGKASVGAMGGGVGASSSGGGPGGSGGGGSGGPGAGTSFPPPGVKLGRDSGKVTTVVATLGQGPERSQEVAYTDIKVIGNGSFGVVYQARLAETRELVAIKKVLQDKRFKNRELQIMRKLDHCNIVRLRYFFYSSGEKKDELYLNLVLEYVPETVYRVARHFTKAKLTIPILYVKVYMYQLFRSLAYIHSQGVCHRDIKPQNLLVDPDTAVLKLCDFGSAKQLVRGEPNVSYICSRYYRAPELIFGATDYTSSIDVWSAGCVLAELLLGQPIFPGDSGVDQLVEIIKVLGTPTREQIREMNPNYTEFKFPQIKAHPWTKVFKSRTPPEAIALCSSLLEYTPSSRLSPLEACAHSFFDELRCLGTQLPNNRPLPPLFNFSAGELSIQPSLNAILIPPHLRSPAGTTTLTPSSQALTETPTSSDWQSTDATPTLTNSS
HIF act = HIF pathway transcriptional activation | U2OS HRE-luciferase reporter, luminescence; normalized: DMSO 0%, desferrioxamine 100% | activation, % at 7.5 µM (by protocol) | 300,000 tested, 0.32% active | AID 1910;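 active = mean activation of at least 10% of the iron chelator positive control signal, with at least half of replicates also reaching 10%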
GSK3B inh = human GSK3beta kinase inhibition; GST-GSK3beta kinase, ADP-Glo luminescence, 60 min; stronger effect = lower value; activity score (negative = inhibition), % at 10 µM; 300,000 tested, 0.038% active; AID 2097;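 active = more than half of replicate wells score below -50%, meaning over 50% inhibition versus plate controls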;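 also: 0% = median DMSO wells and -100% = median GW8510 positive control wells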
Target sequence (P49841 whole entry, looked up): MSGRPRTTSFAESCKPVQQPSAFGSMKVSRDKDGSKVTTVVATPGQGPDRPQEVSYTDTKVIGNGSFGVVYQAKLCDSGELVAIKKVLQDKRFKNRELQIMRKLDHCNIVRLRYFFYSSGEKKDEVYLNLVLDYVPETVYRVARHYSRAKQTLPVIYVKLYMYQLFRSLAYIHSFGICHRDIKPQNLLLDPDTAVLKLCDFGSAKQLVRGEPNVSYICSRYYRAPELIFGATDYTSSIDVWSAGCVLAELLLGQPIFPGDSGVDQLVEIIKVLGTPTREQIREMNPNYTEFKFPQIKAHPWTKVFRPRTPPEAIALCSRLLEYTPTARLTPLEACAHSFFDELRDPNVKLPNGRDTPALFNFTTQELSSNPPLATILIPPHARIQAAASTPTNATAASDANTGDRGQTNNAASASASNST
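test system = GST-tagged human GSK3beta kinase, cell-free | reagent = 25 µM ATP with peptide substrate | dosing = one dose of 10 µM per compound | schedule = 60 min reaction, RT | detection = luminescent ADP-Glo measurement of ADP formed | control set = DMSO neutral wells and GW8510 at 20 µM as positive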
* hit, by the source's call; . = not tested or not shown. Hits appear at their usual frequency; about 4.7% have a hit in one of these screens.

SMILES	AI-2 QS modul	HSF1 inh	HSP90 inh	KLF5 inhibitor	IEC-6 tox	HSF-1 act	aSyn 5UTR inh	GSK3 alpha inh	HIF act	GSK3B inh
CCOC(=O)C1=C(COC(=O)c2ccc(Cl)cc2[N+](=O)[O-])NC(=O)NC1C (stereo unspecified)	11	-3	.	.	.	6	-13	-1	-0.2	1
COc1ccc(N2CCN(C(=O)c3ccc4ccccc4n3)CC2)cc1	3	1	0	-22	1	-16	-2	1	-0.1	1
Cc1ccc(-n2nc3c(c2NC(=O)c2ccc(Br)o2)CSC3)c(C)c1	28	-7	1	-19	-1	9	-4	-2	-0.1	1
O=C1/C(=C/c2coc3ccc(O)cc3c2=O)SC(=S)N1c1ccccc1	17	-4	3	-1	-2	4	-24	-1	-0.2	0
Cc1noc(/C=C/N(C)C)c1S(=O)(=O)N1CCCC(C(=O)NCc2ccco2)C1 (stereo unspecified)	14	-8	3	-24	1	-20	-2	0	0.0	4
CCC(C)(C)n1nnnc1C(c1ccccn1)N1CCOCC1 (stereo unspecified)	23	3	1	-7	0	1	-2	-2	0.0	-4
Cc1ccc(CC(=O)c2ccc(Cl)cc2)cc1	4	17	0	-13	-5	25	-83	-1	3.0	0
CCN(CC)C(=O)c1[nH]cnc1C(=O)N[C@@H](C)C(=O)OCc1ccccc1	17	8	1	0	-16	9	12	6	-0.4	1
COc1cc(/C=N/NC(=O)c2cccc([N+](=O)[O-])c2)ccc1OCc1ccc(C)cc1	12	46	-1	-12	3	68*	-99	1	2.5	3
COc1cccc(N=Nc2c(C)[nH]n(-c3ccccc3)c2=O)c1	-11	15	0	-27	-12	8	-145	1	0.6	-1
Cc1ccc(NC2c3ccccc3C(=O)N2CCN2CCOCC2)cc1 (stereo unspecified)	27	-2	2	-66	2	-5	-5	-2	0.0	-2
CSCCC(NS(=O)(=O)c1ccc2ccccc2c1)C(=O)O (stereo unspecified)	17	-5	5	-14	2	-8	16	-2	-1.2	3

Single records, as listed above. Screens in order: AI-2 QS modul | HSF1 inh | HSP90 inh | KLF5 inhibitor | IEC-6 tox | HSF-1 act | aSyn 5UTR inh | GSK3 alpha inh | HIF act | GSK3B inh
Shown for CCN(CC)C(=O)c1[nH]cnc1C(=O)N[C@@H](C)C(=O)OCc1ccccc1 : 17 | 8 | 1 | 0 | -16 | 9 | 12 | 6 | -0.4 | 1
Shown for COc1cc(/C=N/NC(=O)c2cccc([N+](=O)[O-])c2)ccc1OCc1ccc(C)cc1 : 12 | 46 | -1 | -12 | 3 | 68* | -99 | 1 | 2.5 | 3
Shown for Cc1ccc(-n2nc3c(c2NC(=O)c2ccc(Br)o2)CSC3)c(C)c1 : 28 | -7 | 1 | -19 | -1 | 9 | -4 | -2 | -0.1 | 1

Other entries.
SMILES	AI-2 QS modul	HSF1 inh	HSP90 inh	KLF5 inhibitor	IEC-6 tox	HSF-1 act	aSyn 5UTR inh	GSK3 alpha inh	HIF act	GSK3B inh
Cc1sc2nc3c(C(=O)N4CCCC4)cc(C(=O)c4ccccc4O)cn3c(=O)c2c1C	23	1	-3	-23	0	1	-12	-1	-0.3	0
CCOC(=O)Nc1cc(C(=O)OC)cc(C(=O)OC)c1	2	-11	1	-26	1	-9	19	-1	-4.4	1
Cc1ccnc(N2CCC(C(=O)NNC(=O)c3ccccc3C)CC2)n1	19	1	-1	-5	0	-11	-4	-2	-0.1	2
NS(=O)(=O)c1ccc(NC(=O)CCCCC(=O)Nc2ccc(S(N)(=O)=O)cc2)cc1	2	8	-1	-17	-10	7	-8	0	-22	0
COc1ccccc1-c1cc(C(=O)N/N=C\c2cn(C)nc2C)c2ccccc2n1	11	4	-1	-13	-1	8	13	-3	-0.6	3
CC(=O)Nc1ccc(Nc2nc(C)c([N+](=O)[O-])c(N(C)c3ccccc3)n2)cc1	-13	-7	0	-15	6	-3	86*	-1	-0.7	1
CC(C)NC(=O)c1c2c(nc3ccccc13)CCCC2	12	-8	-3	-17	-2	-1	-10	-1	0.6	0
Cc1ccc(NC(=O)CSc2ncc3ccccn23)cc1C	-6	.	-10	-59	1	.	-55	-8	1.0	0
Cc1ccc(NC2=CC(=O)CC(C)(C)C2)cc1C	25	4	-2	-15	-5	4	-21	0	0.0	4
O=C(Nc1ccccc1)OCCN1CCN(Cc2ccccc2)CCC1=O	28	2	2	-1	1	0	6	0	-3.2	-2
CCOC(=O)Nc1sc(C)nc1-c1ccccc1	4	-4	5	-28	4	8	23	0	0.3	1
N#Cc1ccc(COn2nnc3ccccc32)cc1	28	11	-1	-6	0	22	-2	-2	1.1	1
COc1ccc(NS(=O)(=O)c2ccc(OCC(=O)N3CCOCC3)cc2)cc1Cl	28	-1	2	6	-2	-11	19	5	-0.3	2
COc1cc(C)ccc1OCCOc1c(C)cccc1Cl	10	23	-2	-25	2	37	-108	-5	3.2	0
O=C(COc1ccccc1Cl)N(Cc1cccs1)C1CCS(=O)(=O)C1 (stereo unspecified)	23	1	-7	-22	-5	-2	21	1	-0.1	1
Cc1ccc(S(=O)(=O)Nc2cccc(-n3cnnn3)c2)cc1C(=O)O	5	-4	-1	-23	8	-3	4	-4	0.0	4
CN(C)CCN(CC1CCCN(Cc2ccccc2F)C1)C(=O)c1ccc(Cl)cc1 (stereo unspecified)	3	-2	1	-4	1	-12	-31	2	-0.3	-12
COc1ccc(CCNc2oc(-c3cccc4ccccc34)nc2P(=O)(OC)OC)cc1OC	20	-5	-4	0	-6	8	15	-2	-0.5	-1
CCn1ccnc1CN(C)Cc1cn(C)nc1-c1ccccc1F	10	5	2	-15	4	16	9	-5	0.0	1
NS(=O)(=O)c1ccc(N/C=C/C(=O)c2ccc(Br)cc2)cc1	19	33	1	-36	2	45	-108	-2	2.5	2
COc1ccc(C[C@H]2CN3C(=NC[C@@H]3C)N2CCNC(=O)CCC2CCCCC2)cc1	6	3	6	6	2	-1	6	.	-0.9	4
CCOC(=O)c1c(C)sc2c1N(C(=O)CN1CCOCC1)c1cc(Cl)ccc1S2	-4	9	-3	-18	5	21	12	-3	0.2	5
CC(C)(C)C1CCC(OCC(O)CN2CCN(c3ccccc3)CC2)CC1 (stereo unspecified)	30	1	-3	-35	-1	19	12	-2	-0.6	4
Cc1ccc2c([N+](=O)[O-])cccc2n1	5	-4	-6	-36	2	-16	6	4	-0.2	-2
NC(=O)c1sc2nnc(-c3ccccc3)c(-c3ccccc3)c2c1N	6	-9	5	-37	1	-14	24	7	0.0	-2
Cc1ccc(-n2c(C)cc(C3=NNC(=NC4CC4)SC3)c2C)cc1C	43	6	6	-5	-7	12	-60	-6	0.6	2
COc1ccc(CCC(C)NCC(C)c2ccccc2)cc1 (stereo unspecified)	11	10	-3	-13	-1	16	-5	-2	-26	3
CCC(OC(=O)c1nsc(Cl)c1Cl)C(=O)NCC1CCCO1 (stereo unspecified)	13	-10	-3	-9	2	-3	24	-2	0.2	2
Cn1c(SCC(=O)N2CCCC2)nnc1-c1cnccn1	4	-4	0	18	-7	-2	-17	-2	0.0	-2
CCc1cc(=O)oc2c3c(cc(OCC(=O)NCCN4CCOCC4)c12)OC(C)(C)CC3	23	-3	-1	-39	5	-11	15	2	0.3	2
O=S(=O)(CCN1CCN(c2ccccn2)CC1)c1ccc(Cl)cc1Cl	18	2	3	-1	-2	1	-22	-2	0.4	-1
CC(C)(C)c1ccc(Cn2nnc3c(=O)[nH]c(C4CCCN(C(=O)c5cccs5)C4)nc32)cc1 (stereo unspecified)	29	10	6	-8	-1	4	13	-2	1.2	1
CCOc1cccc(OCCOCCNC(C)(C)C)c1	13	-13	-1	-10	5	-4	-3	0	-0.1	2
CC(=O)Nc1cnn(Cc2ccc(Br)cc2)c1	1	-6	3	-25	-1	-2	-11	-1	-0.7	3
COc1ccc(NC(=O)Cn2nnc(C(=O)NCCc3ccc(OC)c(OC)c3)c2N)c(OC)c1	3	-10	3	-17	4	-16	14	-1	0.0	3
CC(=O)N1CCC(=NNc2ccc(S(=O)(=O)N3CCOCC3)cc2[N+](=O)[O-])CC1	0	7	-2	-2	0	33	-5	-3	-0.5	1
Cc1ccc(-c2csc(N3CCN(S(=O)(=O)c4ccc5c(c4)NC(=O)CO5)CC3)n2)cc1	11	17	2	6	4	23	36	0	-0.5	0
COc1ccc(Nc2nc(NCc3ccco3)nc(N/N=C/c3ccccc3Cl)n2)cc1	19	-3	-2	0	9	-14	-31	0	1.2	-3
COCCCNC(=O)Cn1ncc2c(=O)oc3ccccc3c21	50	-6	0	-13	-5	11	-9	0	-29	-4
CCCn1nnc(NC(=O)COc2ccc(Cl)cc2)n1	11	-8	3	-20	0	-10	-7	-1	0.3	1
COc1ccc(-c2noc(CCC(=O)N3CCC(C)CC3)n2)cc1	25	-3	-3	-30	1	-2	6	4	-0.6	2
O=C1/C(=C/c2cccc(Br)c2)SC(=S)N1CCC(=O)N(CCO)c1ccccc1	1	-3	13	-10	0	-13	-1	1	-1.2	0
O=C(/C=C/c1ccc(F)cc1)N1CCN(c2ncccn2)CC1	16	3	0	-9	-3	-9	-25	-2	0.2	-2
O=S(=O)(c1ccc(C2CCCCC2)cc1)N1CCCC1	30	-1	1	-32	4	24	2	-3	-0.1	4
COc1ccc(CCn2c(O)c(C3=c4ccccc4=NC3=O)sc2=S)cc1OC	22	-8	-4	-45	-3	-2	13	-1	-0.3	-4
CCC(=O)N1c2ccc(C)cc2C2=NNC(=S)NC21O (stereo unspecified)	1	-14	3	-18	3	-22	-23	-4	-1.2	-3
Cc1ccc(C(=O)N2CCN(c3ccc(NC(=O)c4cccs4)cc3)CC2)cc1	54	-18	5	-9	3	-14	15	-1	0.0	0
COc1ccc(N2C(=O)c3ccccc3NC23CCC(C)CC3)cc1 (stereo unspecified)	.	12	0	-75	-2	23	-106	-2	1.6	.
CC(=O)c1cccc(NC(=O)NC2CCCc3ccccc32)c1 (stereo unspecified)	1	.	-1	-12	1	.	17	1	-0.5	-1
O=C(COc1ccc(Br)cc1)Nc1ccc2c(c1)C(=O)NC2=O	-3	.	1	-14	-3	.	17	-1	0.2	0
CCCCCCN(C(=O)CCCCCN1C(=O)NC(c2ccc(-c3ccccc3)cc2)C(C(=O)OCc2ccccc2)=C1C)C(C(=O)NCCCC)c1cccc(C(=O)OC)c1 (stereo unspecified)	9	-2	.	.	.	-12	14	.	-0.6	-1
Cc1ccccc1C(=O)N1CCC(C(=O)NCCc2ccc(S(N)(=O)=O)cc2)CC1	13	-5	-2	-12	-10	0	-5	-3	0.2	8
Cc1ccccc1NC1=NC(=S)N(CC(N)=O)C12CCOC(C)(C)C2 (stereo unspecified)	17	-3	0	-32	0	14	11	1	0.1	1
COc1cc(NC(=O)Nc2c(C)n(C)n(-c3ccccc3)c2=O)cc(OC)c1OC	18	-3	5	-13	-7	0	18	-4	-0.4	1
O=[N+]([O-])c1cc(O)c2ncccc2c1	57	-15	2	15	16	-17	70*	0	0.1	-2
CCOc1ccc(NC(=O)CN(C)C(=O)CCCc2nc3ccccc3c(=O)[nH]2)cc1OCC	6	3	.	.	.	-1	-8	-2	-0.8	2
O=C(NCCCNC(=O)C(F)(F)C(F)F)C(F)(F)C(F)F	5	-9	-2	-5	-2	-5	3	-1	-0.2	3
